Screening results from PubChem.
Exocytosis inh: lytic granule exocytosis inhibition; TALL-104 LAMP-1 surface exposure, flow cytometry; cells stimulated with thapsigargin and PMA; inhibition, % at 10 µM; hit rate 0.66% among 360,000;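 active means inhibition above about 55%, limit read from the data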
MC4R barr agon: activates human MC4R beta-arrestin recruitment; P32245; hit rate 0.98% among 360,000; U2OS MC4R beta-arrestin complementation, luminescence; percent of melanotan II response, DMSO zero; activation, % at 8.9 µM;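 active means activation above a per-plate cutoff, the mean activation of sample wells on that plate plus 3 SD, cut at about 8% in these data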
ABHD5-PLIN5 inh: inhibitors of human ABHD5-perilipin-5 interaction; Q00G26+Q8WTS1; inhibition, % at 4 µM; Split G. princeps luciferase complementation, luminescence, 4 h; hit rate 0.78% among 360,000;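 active means inhibition above the mean inhibition across every tested compound plus 3 SD, cut at about 22% in these data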;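 further: 0% = DMSO only wells and the 100% control is not disclosed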
TLR9-MyD88 inh: blocks human TLR9 binding to MyD88. Q9NR96+Q99836. CHO BLA complementation TLR9-MyD88, CCF4 FRET ratio. inhibition, % at 4.98 µM. hit rate 0.21% among 340,000;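 active means inhibition above the mean over all tested compounds plus 3 SD, cut at about 21% in these data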;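 further: 0% = DMSO only wells and 100% = clavulanate BLA inhibitor control wells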
Target sequence (Q99836 whole entry, looked up): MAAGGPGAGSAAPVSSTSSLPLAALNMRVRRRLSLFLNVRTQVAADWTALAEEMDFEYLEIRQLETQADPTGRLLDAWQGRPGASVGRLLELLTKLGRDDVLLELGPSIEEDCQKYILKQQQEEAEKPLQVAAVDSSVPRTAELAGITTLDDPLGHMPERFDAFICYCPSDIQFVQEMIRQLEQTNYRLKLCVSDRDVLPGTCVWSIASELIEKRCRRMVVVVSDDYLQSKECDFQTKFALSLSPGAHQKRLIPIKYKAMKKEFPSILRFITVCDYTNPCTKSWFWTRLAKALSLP
Target sequence (Q9NR96 whole entry, looked up): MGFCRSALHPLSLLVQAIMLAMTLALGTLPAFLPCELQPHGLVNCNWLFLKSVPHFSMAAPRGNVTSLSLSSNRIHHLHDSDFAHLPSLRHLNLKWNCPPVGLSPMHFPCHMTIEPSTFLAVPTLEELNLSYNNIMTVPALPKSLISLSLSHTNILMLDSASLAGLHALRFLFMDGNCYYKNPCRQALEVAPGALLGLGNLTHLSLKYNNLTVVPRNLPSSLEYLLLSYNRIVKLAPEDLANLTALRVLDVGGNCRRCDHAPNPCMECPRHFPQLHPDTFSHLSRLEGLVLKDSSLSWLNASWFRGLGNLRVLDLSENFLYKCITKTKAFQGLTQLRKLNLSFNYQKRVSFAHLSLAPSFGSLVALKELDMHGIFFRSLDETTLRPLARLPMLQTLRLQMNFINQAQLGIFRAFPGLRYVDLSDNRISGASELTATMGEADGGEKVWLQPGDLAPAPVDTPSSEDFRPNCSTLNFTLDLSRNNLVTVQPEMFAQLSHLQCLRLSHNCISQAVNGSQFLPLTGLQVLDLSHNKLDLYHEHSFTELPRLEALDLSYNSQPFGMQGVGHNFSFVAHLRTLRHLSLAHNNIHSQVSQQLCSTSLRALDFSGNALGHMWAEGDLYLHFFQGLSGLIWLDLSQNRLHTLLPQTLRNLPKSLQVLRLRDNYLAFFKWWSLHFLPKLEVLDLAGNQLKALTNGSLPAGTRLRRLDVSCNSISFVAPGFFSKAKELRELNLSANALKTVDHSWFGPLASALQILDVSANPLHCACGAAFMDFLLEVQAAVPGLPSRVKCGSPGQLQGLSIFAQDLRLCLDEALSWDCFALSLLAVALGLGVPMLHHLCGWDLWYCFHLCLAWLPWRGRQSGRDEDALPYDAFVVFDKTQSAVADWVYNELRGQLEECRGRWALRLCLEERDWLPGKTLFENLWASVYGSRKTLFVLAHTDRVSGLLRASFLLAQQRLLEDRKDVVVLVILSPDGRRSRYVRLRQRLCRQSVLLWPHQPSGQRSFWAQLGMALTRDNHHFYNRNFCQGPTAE
aDG glyco up: increases alpha dystroglycan glycosylation | Pro5-aDG cells, alpha-DG glycosylation AlphaScreen (IIH6); 0% Pro5, 100% B10-LARGE cell signal | activation, % at 10 µM | hit rate 0.22% among 360,000 | AID 624168;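 active means activation of at least 8% versus controls, or a plate z-score of at least 8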;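 further: Pro5 are CHO cells carrying HIG-tagged alpha-DG that lacks glycosylation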
NOD2 RIPK2 PPI: NOD2-RIPK2 protein interaction inhibition; O43353; CHO BLA complementation NOD2-RIPK2, CCF4 ratio; inhibition, % at 4.98 µM; hit rate 0.38% among 360,000; in the data active means inhibition above about 21%;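 further: 0% = vehicle only and 100% = reference blocker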
Vif inh: HIV Vif inhibition. HEK293T cells, Vif self-association by quenched fluorescence, imaging, 24 h. inhibition, % at 7.49 µM. hit rate 0.35% among 340,000; in the data active means inhibition above about 50%, passing the limit was not always enough; further: some results filed as inactive read as strong as hits
Glyco luc inh: blocks N-linked glycosylation in D54 reporter cells. D54 ERlucT glycosylation luciferase reporter, 24 h; percent of 100 nM tunicamycin response. reporter increase, % at 12.5 µM. hit rate 0.23% among 360,000;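 active means mean luciferase reporter signal, scaled so untreated is 0 and the glycosylation-blocking control 100, at or above a set limit in every replicate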;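 further: luciferase carries N-glycosylation sites so blocking glycosylation raises the light; 0% = median of neutral control wells and 100% = median of 100 nM tunicamycin wells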
ABCB6 inh 2: blocks the human ABCB6 transporter | K562-ABCB6 porphyrin accumulation, flow cytometry, 1 h; stronger effect = lower value | fluorescence ratio to DMSO, % at 10 µM | hit rate 0.19% among 360,000 | AID 602162;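 active means fluorescence ratio to DMSO below 75%, the collection mean minus 3 SD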;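 further: signal is porphyrin accumulated inside mitochondria; 100% equals median channel fluorescence of DMSO control wells; lower ratio means ABCB6 inhibition with less porphyrin fluorescence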
MC4R antag cAMP: human MC4R antagonism in cAMP assay. AID 540295. MC4R-expressing cells, MTII-stimulated cAMP, LANCE TR-FRET. hit rate 0.48% among 360,000. inhibition, % at 6.5 µM. P32245;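 active means inhibition above its plate's cutoff, the mean of tested wells on that plate plus 3 SD, cut at about 29% in these data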;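 further: 0% = Melanotan II alone and 100% = Melanotan II plus saturating MCL0020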
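Material: U2OS-MC4R stable cell line | Reagent: Melanotan II challenge after compound preincubation | Doses: One concentration, 6.5 µM nominal | Incubation: 30-min compound preincubation, 1-h Melanotan II challenge, 1-h detection, room temperature | Signal: TR-FRET cAMP assay | Replicates: One well per compound, no replicates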
* hit, by the source's call; . = no result given; & = joins results of further samples. An excerpt. The share of hits here may be higher or lower than overall.

SMILES	Exocytosis inh	MC4R barr agon	ABHD5-PLIN5 inh	TLR9-MyD88 inh	aDG glyco up	NOD2 RIPK2 PPI	Vif inh	Glyco luc inh	ABCB6 inh 2	MC4R antag cAMP
O=c1[nH]c2ccccc2nc1/C=C(\O)c1cccs1	0	-0.9	0	16	-0.2	16	.	10	94	-15
CC/C(=N\n1nnnc1Nc1ccccc1)c1ccccc1	0	-1.1	1	-6	-0.3	-6	10	3	87	1
COc1ccc(-c2nnn(CC(=O)N(c3cccc(O)c3)C(C)C(=O)NC3CCCC3)n2)cc1OC (configuration not stated)	6	0.2	3	0	0.5	5	-3	-1	97	5
Cc1cc(-n2c(C)cc(C(=O)CSc3ncnc4ccccc34)c2C)no1	3	4.2	-10	7	4.0	-3	-13	-3	87	1
Cc1cc(OCC(=O)N2CCOCC2)ccc1NC(=O)c1ccccc1C	-5	-2.4	-3	-1	0.1	-9	-4	-1	103	9
O=C(NC1(C(F)(F)F)NC(=O)N(Cc2cccnc2)C1=O)c1ccccc1Cl (configuration not stated)	-1	-2.8	-5	-2	-0.2	-1	-4	1	97	5
CCOc1ccc(C2C(C(C)=O)=C(O)C(=O)N2CCc2c[nH]c3ccccc23)cc1 (configuration not stated)	-1	-1.1	-5	-13	0.3	-1	5	2	98	17
O=C(O)c1ccccc1C1c2ccccc2Oc2ccccc21	1	-1.3	4	-1	0.3	-3	-5	0	95	5
CCN(CC)C(=O)[C@H]1CC(CC(=O)NCc2ccc(OC)c(OC)c2)C(=O)N2CCc3c([nH]c4ccc(OC)cc34)[C@]12C (some centres not stated)	-1	-0.6	-7	-4	0.0	2	3	1	64*	-3
O=C(NCc1ccccn1)C1CCN(S(=O)(=O)c2ccc(Br)cc2)CC1	2	3.0	1	3	-0.2	-3	5	0	104	-1
CC(=O)Nc1cccc(C(=O)OC(C(=O)c2ccc(C)cc2)c2ccccc2)c1 (configuration not stated)	2	-2.4	-7	1	-0.1	1	-5	-1	96	2
CCCCNC(=S)NCC(c1ccccc1)c1c[nH]c2ccccc12 (configuration not stated)	2	4.3	-15	6	0.0	12	-5	-4	86	-3
CSc1ccccc1NC(=O)c1cnc2scc(C)n2c1=O	5	-1.2	-4	-2	0.2	-3	1	8	95	19
COc1ccc(C(=O)Nc2ccnn2C2CCN(C(=O)CCC(F)(F)F)CC2)cc1	1	-1.0	7	0	-0.4	6	-8	-2	97	0
CCCOc1ccc(N2C(=O)C3C4C=CC(CC4)C3C2=O)cc1 (configuration not stated)	-29	-0.4	2	-5	-0.1	-9	-5	-2	99	6
O=C(O)C1CSC2(CCN(Cc3ccccc3)CC2)N1 (configuration not stated)	0	-2.9	-12	12	0.0	-9	-15	3	103	11
C[N+]12CCCCC1C(COC(=O)c1ccc3c(c1)OCO3)CCC2 (configuration not stated)	-4	-0.4	1	7	0.3	-2	1&1	5	106	9
CCOc1nc(-c2ccncc2)nc2ccccc12	2	0.7	-6	-7	0.3	-3	7	2	92	8
CC(Oc1ccc2c3c(c(=O)oc2c1)CCCC3)C(=O)NCC1CCC(C(=O)O)CC1 (configuration not stated)	-2	-2.2	0	2	0.3	1	-2	0	104	7
Nc1ccc(Cl)cc1C(=O)c1ccc[nH]1	0	-0.4	-3	4	-0.1	1	1	1	97	-2
COCCNC(=O)c1ccc(N2CC3CC(C2)c2cccc(=O)n2C3)c(NC(=O)c2cc(OC)cc(OC)c2)c1 (configuration not stated)	-3	0.8	-3	-8	0.1	1	-2	1	100	5
CCOP1(=O)OCC2OC(n3cnc4c(N)ncnc43)C(O)C2O1 (configuration not stated)	-8	2.0	10	3	0.0	-11	12	1	98	-73
COc1cccc(N=CC=C2OC(C)(C)C(C)(C)O2)c1	1	-1.7	-1	7	-0.5	-7	-4	3	102	8
CCCCCCSc1ccc([C@@H]2[C@@H]3C(=O)N(C)C(=O)[C@@H]3[C@]3(C(=O)OC)CCCCN23)cc1OC	-10	-1.4	-12	-5	-0.5	4	-3	-8	97	4
CC1(C(=O)Nc2ccccc2)Cc2c(-c3cccc(C(N)=O)c3)ccnc2O1 (configuration not stated)	-2	0.5	-5	.	-0.2	10	-9	2	109	12

No new results follow: an excerpt of the list.
SMILES	Exocytosis inh	MC4R barr agon	ABHD5-PLIN5 inh	TLR9-MyD88 inh	aDG glyco up	NOD2 RIPK2 PPI	Vif inh	Glyco luc inh	ABCB6 inh 2	MC4R antag cAMP
CCCCNC(=S)NCC(c1ccccc1)c1c[nH]c2ccccc12 (configuration not stated)	2	4.3	-15	6	0.0	12	-5	-4	86	-3
CSc1ccccc1NC(=O)c1cnc2scc(C)n2c1=O	5	-1.2	-4	-2	0.2	-3	1	8	95	19
COc1ccc(C(=O)Nc2ccnn2C2CCN(C(=O)CCC(F)(F)F)CC2)cc1	1	-1.0	7	0	-0.4	6	-8	-2	97	0
CCCOc1ccc(N2C(=O)C3C4C=CC(CC4)C3C2=O)cc1 (configuration not stated)	-29	-0.4	2	-5	-0.1	-9	-5	-2	99	6
O=C(O)C1CSC2(CCN(Cc3ccccc3)CC2)N1 (configuration not stated)	0	-2.9	-12	12	0.0	-9	-15	3	103	11
C[N+]12CCCCC1C(COC(=O)c1ccc3c(c1)OCO3)CCC2 (configuration not stated)	-4	-0.4	1	7	0.3	-2	1&1	5	106	9
CCOc1nc(-c2ccncc2)nc2ccccc12	2	0.7	-6	-7	0.3	-3	7	2	92	8
CC(Oc1ccc2c3c(c(=O)oc2c1)CCCC3)C(=O)NCC1CCC(C(=O)O)CC1 (configuration not stated)	-2	-2.2	0	2	0.3	1	-2	0	104	7
Nc1ccc(Cl)cc1C(=O)c1ccc[nH]1	0	-0.4	-3	4	-0.1	1	1	1	97	-2
COCCNC(=O)c1ccc(N2CC3CC(C2)c2cccc(=O)n2C3)c(NC(=O)c2cc(OC)cc(OC)c2)c1 (configuration not stated)	-3	0.8	-3	-8	0.1	1	-2	1	100	5
CCOP1(=O)OCC2OC(n3cnc4c(N)ncnc43)C(O)C2O1 (configuration not stated)	-8	2.0	10	3	0.0	-11	12	1	98	-73
COc1cccc(N=CC=C2OC(C)(C)C(C)(C)O2)c1	1	-1.7	-1	7	-0.5	-7	-4	3	102	8
CCCCCCSc1ccc([C@@H]2[C@@H]3C(=O)N(C)C(=O)[C@@H]3[C@]3(C(=O)OC)CCCCN23)cc1OC	-10	-1.4	-12	-5	-0.5	4	-3	-8	97	4
CC1(C(=O)Nc2ccccc2)Cc2c(-c3cccc(C(N)=O)c3)ccnc2O1 (configuration not stated)	-2	0.5	-5	.	-0.2	10	-9	2	109	12

Next records follow.
SMILES	Exocytosis inh	MC4R barr agon	ABHD5-PLIN5 inh	TLR9-MyD88 inh	aDG glyco up	NOD2 RIPK2 PPI	Vif inh	Glyco luc inh	ABCB6 inh 2	MC4R antag cAMP
CC(C)CCOP(=O)(c1ccc(N(C)C)cc1)C(Nc1ccccc1)c1ccc(N(C)C)cc1 (configuration not stated)	0	-1.7	0	-12	-0.3	-17	0	-3	91	0
O=C(Nc1nnc([C@H]2C[C@H](O)[C@@H](CO)O2)s1)Nc1ccccc1F	12	-0.9	-2	.	-0.1	-4	-5	-3	94	-1
COc1ccc(CN2CCNC(=O)C2CC(=O)NCc2cc(C)n(C)n2)c(F)c1 (configuration not stated)	-1	-2.6	5	-21	-0.2	-1	6	2	97	22
O=C(CC(=O)c1c(F)cccc1Cl)c1ccccc1O	-11	3.1	0	12	-0.1	-3	6	2	94	14
Cc1ccccc1C(=O)O/N=C(\N)c1ccc([N+](=O)[O-])cc1	-1	-1.1	3	-1	0.3	-2	-4	14	99	1
CCCCNC(=O)c1onc(CSc2ccccc2CC)c1C(=O)O	-3	-2.2	-3	-4	-0.2	-15	8	4	99	4
CCOC(=O)C1CCCN(c2ccc(NC(=O)c3snc4c(=O)[nH]c(C)nc34)cc2)C1 (configuration not stated)	7	-0.9	-5	0	1.5	-10	0	-1	100	11
O=C1Nc2cc(Br)ccc2C1(O)c1ccccc1O (configuration not stated)	-2	-1.1	-15	2	-0.1	6	5	0	96	25
O=C(Nc1ncccc1O)c1ccc(Cl)c(S(=O)(=O)N2CCCCCC2)c1	9	-2.9	3	-1	0.1	-1	1	0	100	9
O=C(C(Cc1ccccc1)n1cccc1)N1CCN(Cc2ccccc2)CC1 (configuration not stated)	-2	2.6	4	5	-0.1	-1	-22	-3	97	8
Cc1ccc(/C=N\n2c(-c3ccccc3)n[nH]c2=S)s1	-1	-1.9	-13	-8	-0.1	-8	11	-2	102	2
COc1cc(C2/C(=C(\O)c3ccc4c(c3)CC(C)O4)C(=O)C(=O)N2CCN2CCOCC2)cc(OC)c1OC (configuration not stated)	7	-0.4	3	-1	0.8	-6	10	-1	99	0
CCOc1ccc(N(C(=O)CNC(=O)c2ccco2)C(C(=O)NC2CCCC2)c2ccncc2)cc1 (configuration not stated)	2	-1.9	-3	-13	-0.2	-5	2	-1	105	3
Cc1ccc(N=C2NC(=O)/C(=C/C=C/c3ccco3)S2)cc1	4	0.1	18	2	-0.3	2	-3	9	100	15
O=C(CC1C(=O)NCCN1C/C=C/c1ccccc1)NCCc1cccnc1 (configuration not stated)	1	-0.8	-1	2	-0.1	-6	-3	-1	98	-1
CN(CC(=O)Nc1ccccc1Cl)C(=O)CCNC(=O)Nc1ccccc1	3	-1.9	-8	-7	-0.3	-11	-6	1	75	1
CC/C(C)=N/Nc1nc2sc3c(c2c(=O)[nH]1)CC(C)(C)OC3	1	7.1	-10	10	-0.1	7	8	-1	101	-23
CC(=O)c1cccc(CN2CCN(CC(C)C)C(CCO)C2)c1 (configuration not stated)	-1	-1.5	-1	3	-0.2	3	-3	0	99	-1
O=c1cc(CO)oc(CN2CCCC2)c1O	-3	0.7	-2	-8	0.1	-1	-1	0	100	17
CCCCNC(=O)[C@@](CC)(ONc1ccccc1C(F)(F)F)c1cccc2ccccc12	-4	-0.9	1	1	0.2	8	-8	-5	82	3
COc1ccc(CNC(=O)c2csc3c2CCCC3)cc1	4	-1.2	0	-16	0.1	-7	7	-1	95	0
O=C(COC(=O)C1CCN(C(=O)c2ccc(Cl)cc2)CC1)Nc1ccccc1F	3	-0.9	7	8	-0.1	-25	1	-1	95	12
O=C1c2ccccc2C(=O)c2c1cccc2-n1nnc2ccccc21	-17	-1.4	-7	-8	0.5	0	-6	0	83	10
O=C(Nc1ccc2c(c1)OCO2)c1ccc(N2CCCC2)c([N+](=O)[O-])c1	0	3.2	3	-12	-0.6	2	-5	-3	101	2
COc1ccc(/C=C/C(=O)NC(=S)NN2CCCCC2c2cccnc2)cc1OC (configuration not stated)	-1	4.0	-7	-11	-0.1	-4	0	-4	102	11
CC(C(=O)NC(C)(C)C)n1c(-c2ccc3c(c2)OCO3)nc2ccccc21 (configuration not stated)	-4	.	2	.	0.1	1	.	.	.	.
